# Assay outcomes: PubChem, National Center for Advancing Translational Sciences (NCATS)
# TGFb SMAD3 inh: qHTS for Inhibitors of TGF-b; HepG2 CAGA-GFP TGF-b/SMAD3 reporter, GFP fluorescence, 18 h; TGF-beta stimulated, 500 pg/mL final; Potency, µM (doses to about 46.1 µM), for the others: at the top dose activity, negative = inhibition, hits mostly inhibitors; 410,000 tested, 1.2% active; AID 588855, 2011; further: potency means the concentration at half of the fitted maximal effect; on the % scale 0 is the no-effect control and ±100 the full control effect; nearly all actives have a fitted effect of over 65% in size
#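 Per well, imaged GFP fluorescence of HEPG2 CAGA-GFP cells gives the signal; cells get compound, then TGF-beta (500 pg/mL final), 18 h at 37 degrees C; %Activity versus -TGF-beta and +DMSO controls.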
# HepG2 tox: qHTS for Inhibitors of TGF-b: Cytotox Counterscreen. HepG2 CAGA-GFP viability, ATP luminescence, 18 h. Potency, µM (titrated, usually from 46.1 µM), without a hit: top-dose activity change, negative = cytotoxicity, actives largely listed as cytotoxic. 410,000 tested, 0.76% active; further: potency means the concentration at half of the fitted maximal effect; some results filed as inactive show a strong effect at the top dose
#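 CellTiter-Glo luminescence gave cytotoxicity after 18 hours at 37 degrees C. The cells were HepG2 CAGA-GFP in 1% FBS DMEM, stimulated with 500 pg/mL TGF-beta after compound addition. %Activity was normalised to no-cell wells (complete cell-killing) and DMSO (no toxicity), and curves were fitted and classified.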
# pAkt inh: HTS Assay for Inhibitors of Akt Phophorylation: Primary Screen; activity change, % for hits at 50 µM; 360,000 tested, 0.32% active; Neuro2A IGF-stimulated pAkt S473 HTRF, 20 min; active compounds read low; in the data active means activity change below about -80%; inconclusive means mostly about -51% to -80%; further: on the % scale 0 is the no-effect control and ±100 the full control effect
#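 Neuro2A cells in DMEM with 0.5% FBS, overnight at 37 deg C, given compound at single 50 µM final, then IGF (6 nM final) for 20 min at 37 deg C. Lysed; phospho-Akt Ser473 by HTRF after 24 h, 665/615 ratio.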
# MmCpn inh: Inhibitors of TCP-1 ring complex (TRiC) of Methanococcus maripaludis (MmCpn): qHTS. purified Mm-Cpn ATPase, ADP Transcreener TR-FRET. Potency, µM (highest dose often 76.9 µM), for the others: at the top dose activity, negative = inhibition, hits mostly inhibitors. AID 504842, 2011. 330,000 tested, 0.031% active. Chaperonin Mm-Cpn (Methanococcus maripaludis); further: potency means the concentration at half of the fitted maximal effect; on the % scale 0 is the no-effect control and ±100 the full control effect; nearly all actives have a fitted effect of over 80% in size
#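 Purified archaeal Mm-CPN (25nM final) preincubated 10 min at 37degC with compound, then 10uM ATP for 30 min at 37degC; ADP measured by HTRF Transcreener TR-FRET; buffer 30 mM TRIS pH 7.4, 100mM KCl, 5mM MgCl2, 1mM DTT.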
# Nrf2 activator: qHTS of Nrf2 Activators | AREc32 ARE-luciferase reporter (MCF7-derived line), luminescence, 24 h | Potency, µM (top dose mostly 46.1 µM), for the others: at the top dose activation, usual class: activators | 410,000 tested, 0.31% active | AID 624171, 2012; further: potency means the concentration at half of the fitted maximal effect; % of control where 0% means no effect; nearly all actives have a fitted effect of over 65% in size
#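 AREc32 cells carrying an ARE-driven firefly luciferase, 1000 cells/well in OPTI-MEM with 5% FBS, dosed after overnight attachment and incubated 24 hr at 37 deg C. Steady-Glo luminescence read after 30 min at RT.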
# Abeta yeast res: qHTS for compounds that reverse cellular toxicity of Amyloid beta (A-beta) peptide in yeast: Primary Screen; Potency, µM (doses to about 46.1 µM), for inactives: top-dose growth rescue, most hits filed as activators; yeast expressing A-beta42, growth rescue, OD600, 48 h; response scale: 0% DMSO, 100% iron-clioquinol control; 410,000 tested, 0.063% active; AID 1347071, 2019; further: potency means the concentration at half of the fitted maximal effect; nearly all actives have a fitted effect of over 55% in size
#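 Growth rescue measured by 600 nm absorbance after 48 h yeast culture at 30 C with compound. Values normalized between DMSO and an equimolar ferric chloride plus clioquinol control.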
# Nrf2 inh: Nrf2 qHTS screen for inhibitors; A549 ARE-Fluc reporter, luciferase luminescence, 18-24 h; Potency, µM (doses to about 46 µM), inactives show at the top dose activity change, negative = inhibition, most hits filed as inhibitors; 360,000 tested, 2.1% active; further: potency means the concentration at half of the fitted maximal effect; on the % scale 0 is the no-effect control and ±100 the full control effect; nearly all actives have a fitted effect of over 60% in size
#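 In this cell-based qHTS, ARE-driven firefly luciferase in A549 cells reports Nrf2 activity; the luminescent signal after BugLite lysis is the measured value, with a prior CellTiter-Fluor read for cell health.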
# CCT chaperon mod: High-Throughput Screening for Modulators of Cytosolic Chaperonin Activity | activity change, % (concentration not given with the values), hits read low | purified chaperonin ATPase assay, HTRF ADP detection, 30 min | AID 651819, 2012 | 360,000 tested, 0.3% active; in the data active means activity change below about -30%; further: on the % scale 0 is the no-effect control and ±100 the full control effect
#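 TRiC at 40 or 20 nM final (batch-dependent) in 30 mM Tris pH 7.4, 100 mM KCl, 5 mM MgCl2, 1 mM DTT, with compound at single 76 uM and 10 uM ATP, 30 min at 37 deg C. ADP detected by HTRF Transcreener, 665/615 ratio.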
# A549 tox: Nrf2 qHTS screen for inhibitors: counterscreen for cytotoxicity; Potency, µM (highest dose often 46 µM), for inactives: at the highest dose activity change, negative = cytotoxicity, actives largely listed as inhibitors; AID 504648, 2011; 390,000 tested, 0.16% active; A549 ARE-Fluc cells, CellTiter-Fluor viability, 18-24 h; further: potency means the concentration at half of the fitted maximal effect; on the % scale 0 is the no-effect control and ±100 the full control effect
#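 Cytotoxicity counterscreen: CellTiter-Fluor fluorescence was measured in A549 ARE_Fluc cells after 18-24 h of compound exposure in a concentration series. The subsequent BugLite luminescent read reports ARE-luciferase activity.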
# * marks the source's active call; other numbers are inactive results; i = inactive; ? = inconclusive; nt = no result given; & = joins results of further samples; [ ] = another dose, or the depositor's remark. Unless noted, the call rests on the fitted dose curve; in most records, active means well fitted curve in the direction sought with a large enough effect; inconclusive means small, poorly fitted or top-dose-only effect, or another doubt; inactive means no such curve, though single readings can be large; an effect the other way counts as inactive or inconclusive.
Molecule	pAkt inh	HepG2 tox	Nrf2 activator	Abeta yeast res	TGFb SMAD3 inh	A549 tox	CCT chaperon mod	MmCpn inh	Nrf2 inh
CN1C(=O)c2ccc(Oc3ccccc3)cc2C1=O	i	3%	3.2%	-15%	23%	1%	-2.2	nt	3%
CS(=O)(=O)Cc1ccc(C(=O)NC(c2ccccc2)c2ccccc2)cc1	i	-15%	2.4%	11%	0%	3%	-2.4	-2%	-8%
CC(C)OC(=O)CC12CN3CC(CC(=O)OC(C)C)(CN(C1)C(=O)c1ccccc1C3=O)C2=O	i	-8%	-1.3%	14%	6%	-4%	2.4	-2%	-6%
CCCCc1cc(C(=O)Cc2ccccn2)c(O)cc1O	i	-14%	9.3%	-6%	?	-2%	-3.3	-3%	4%
CCC(C)(C)n1nnnc1C(c1ccc(OC)c(OC)c1)N1CCN(c2ccc(OC)cc2)CC1 (stereo not given)	i	9%	0.1%	19%	-5%	1%	-2.3	-2%	nt
CCCn1c(CCC(=O)Nc2ccccc2Cc2ccccc2)nc2cc(S(=O)(=O)N3CCOCC3)ccc21	i	-16%	2.2%	-6%	?	-1%	-3.2	-3%	nt
CCCC(=O)Nc1ccc2nc(SCC(=O)Nc3ccc(N4CCOCC4)c(Cl)c3)sc2c1	nt	-18%	4.1%	-9%	-1%	?	1.2	-3%	?
CCOc1cc(C=O)cc(N=Nc2cccc([N+](=O)[O-])c2)c1O	i	-12%	10µM*	-21%	-6%	-12%	-5.0	-5%	3%
O=C(Nc1ccc(Cl)c(S(=O)(=O)N2CCOCC2)c1)c1ccc2c(c1)OCCO2	i	-5%	-0.2%	9%	?	-13%	-2.6	-2%	?
CCSc1nnc(-c2ccc(S(=O)(=O)NCc3cccs3)cc2)o1	i	-20%	0.7%	11%	?	-7%	-4.3	?	?
COC1OCC(O)C(OC(=O)c2ccccc2)C1OC(=O)c1ccccc1 (stereo not given)	i	0%	0.2%	4%	-1%	-5%	-7.3	nt	-7%
O=[N+]([O-])c1cc(Cl)ccc1-c1nc(-c2ccccc2)no1	i	10%	?	14%	4%	1%	-1.0	-11%	?

# Continuation.
Molecule	pAkt inh	HepG2 tox	Nrf2 activator	Abeta yeast res	TGFb SMAD3 inh	A549 tox	CCT chaperon mod	MmCpn inh	Nrf2 inh
CCOC(=O)c1ccc(-n2c(CCC(=O)O)ccc2-c2ccc(F)cc2)cc1	i	-20%	6.0%	-76%[inhibitor]	-16%	1%	0.2	0%	-16%
COCCNC(=O)CN(C(=O)CCC(=O)Nc1cc(C)on1)c1ccc(C)cc1C	i	-22%	0.2%	5%	1%	0%	-1.1	0%	5%
Cc1[nH]c2ccccc2c1C(=O)COC(=O)C(C)C	i	-15%	0.5%	10%	3%	2%	-1.5	0%	4%
O=C(CN1CCCc2ccccc21)N/N=C/c1ccccc1	i	-4%	3.1%	0%	-11%	?	-1.8	-1%	6%
COc1cccc(S(=O)(=O)Nc2cccc(C(=O)N3CCCC3)c2)c1	i	-20%	-0.6%	3%	-5%	2%	-1.0	-1%	1%
O=C(O)CCc1ccc(-c2ccccc2)n1-c1cccc(O)c1	i	5%	0.8%	4%	7%	-6%	0.5	-5%	-3%
COc1cc(C(=O)Nc2ccc(-c3nc4cc(C)ccc4o3)c(O)c2)cc(OC)c1OC	i	-41%	0.0%	-3%	30%	-16%	-1.3	0%	21µM*
COc1cc2cc(CN(CCCN3CCOCC3)C(=O)Nc3ccc(F)cc3)c(=O)[nH]c2cc1OC	i	-15%	2.7%	3%	20%	0%	-1.1	2%	-12%
COc1ccnc(Oc2ccc(C)cc2)c1C#N	nt	5%	9.7%	7%	7%	-8%	-2.6	-2%	?
C#CCn1c(O)c(N=NC(=O)C(O)c2ccccc2)c2ccccc21 (stereo not given)	i	-10%	-0.3%	2%	0%	0%	-3.3	-1%	-7%
O=[N+]([O-])c1ccc(N/N=C/c2ccc(OCc3cccc4ccccc34)cc2)nc1	i	3%	4.6%	-15%	5%	-21%	0.2	-6%	-29%
O=C(c1ccccc1F)N1CCN(C(=O)C2CC2)CC1	i	0%	-0.8%	19%	-30%	-1%	-5.2	-1%	-3%

# New compounds follow.
Molecule	pAkt inh	HepG2 tox	Nrf2 activator	Abeta yeast res	TGFb SMAD3 inh	A549 tox	CCT chaperon mod	MmCpn inh	Nrf2 inh
CCc1nc2c(OCc3c(C)noc3C)cccn2c1N(C=O)Cc1ccc(OC)cc1	i	-16%	3.3%	-12%	23%	nt	-2.7	nt	nt
C/C(Cn1nnc([N+](=O)[O-])n1)=N\NC(=O)c1ccncc1	i	-11%	-0.6%	9%	-23%	?	-0.7	2%	?
CCOC(=O)c1c(C)[nH]c(CCC(=O)NCc2cc(Br)ccc2OC)c1C	nt	-11%	2.0%	-8%	0%	0%	nt	nt	nt
O=C(O)COc1c(-c2ccco2)oc2ccccc2c1=O	i	-5%	7.5%	-3%	9%	-9%	-0.2	-7%	3%
CCn1c(=O)cc(OCC(=O)NCc2ccccc2Cl)c2ccccc21	nt	-25%	8.3%	-13%	?	8%	nt	nt	-15%[9.27 µM]
Cc1ccc2nsnc2c1NC(=O)c1ccc([N+](=O)[O-])cc1	i	0%	2.8%	-6%	-11%	-14%	-0.2	1%	?
COC(=O)CNC(=O)C1CCN(C(=O)OCc2ccccc2)CC1	i	-1%	-0.1%	13%	0%	1%	0.8	-5%	nt
CC(=O)Cc1nsc(NC(=O)c2cc(-c3ccccc3Cl)oc2C)n1	i	-90%	0.6%	3%	-17%	0%	-3.8	-3%	-2%
CC1CC(C)CN(CCCNC(=O)C2CCCN(c3ncnc4c3nc3n4CCCCC3)C2)C1 (stereo not given)	i	-26%	-0.2%	-13%	-28%	-5%	0.2	2%	6%
CCOC(=O)N1CCc2c(sc(NCc3cc(OC)c(OC)cc3OC)c2C(=O)Nc2ccc(OCC)cc2)C1	nt	-11%	6.3%	10%	?	12%	nt	nt	nt
O=C(NCCc1ccccc1)C1CCN(C(=O)NCc2ccccc2)CC1	i	10%	-0.8%	11%	-3%	5%	1.4	-1%	15%
COc1ccc(S(=O)(=O)N=N/C=C2\C=CC=CN2O)cc1OC	i	0%	-0.1%	7%	-3%	nt	-0.9	nt	nt

# Further structures follow:
Molecule	pAkt inh	HepG2 tox	Nrf2 activator	Abeta yeast res	TGFb SMAD3 inh	A549 tox	CCT chaperon mod	MmCpn inh	Nrf2 inh
COc1ccc(NC(=O)Cn2nc(C(F)(F)F)c3c2CCCC3)cc1OC	i	-25%&-26%	4.5%&-0.3%	-4%&3%	?	-7%&-7%	-1.5	1%	?
CC(C)CC(=O)NS(=O)(=O)c1ccc(N)cc1	i	2%	-1.0%	5%	7%	1%	-1.2	1%	nt
O=C(Nc1ccc(F)cc1)c1cncs1	i	-16%	-0.8%	-14%	-1%	1%	-4.7	-1%	1%
Cn1c(=O)c(=O)n(C)c2cc(S(=O)(=O)N3CC(=O)N(CCc4ccccc4)C(=O)C3)ccc21	i	-6%	-0.1%	12%	-24%	9%	1.3	0%	-7%
CCN1c2cccc3cccc(c23)S1(=O)=O	i	3%	3.1%	-12%	-9%	4%	0.2	-3%	-18%
COc1cc(/C=N/NC(=O)CCN2CCN(Cc3ccccc3)CC2)cc(OC)c1OC	i	-6%	0.3%	6%	-11%	12%	1.2	-2%	3%
CSc1ccccc1-c1nnc(-c2ccc(C)cc2)o1	i	10%	9.6%	21%	-13%	10%	1.2	-3%	nt
CCOC(=O)C(C)NC(=O)Cn1ncc2c(=O)oc3ccc(C)cc3c21 (stereo not given)	i	0%	-2.4%	-12%	-19%	-3%	-1.8	-1%	0%
CC1CN(c2ccccn2)C(C)CN1C(=S)Nc1ccccc1 (stereo not given)	i	-2%	0.0%	-1%	-11%	-3%	-16	nt	10%
Cc1cc(C)c(C)c(S(=O)(=O)N2CCC(C(=O)Nc3ccc(S(=O)(=O)N4CCOCC4)cc3)CC2)c1C	i	-24%	4.0%	5%	?	-10%	2.4	0%	?
CN(C)C(=O)c1cn(-c2ccccc2)nc1-c1cccc([N+](=O)[O-])c1	i	-19%	1.9%	2%	-3%	-4%	-0.6	1%	-6%
CC(=O)c1cccc(NC(=O)C(C)N(C)CC(=O)Nc2ccc(Cl)cc2)c1 (stereo not given)	i	16%	0.1%	-3%	-11%	2%	-3.4	0%	1%

# Next part.
Molecule	pAkt inh	HepG2 tox	Nrf2 activator	Abeta yeast res	TGFb SMAD3 inh	A549 tox	CCT chaperon mod	MmCpn inh	Nrf2 inh
CCOC(=O)C1=CCN(S(=O)(=O)c2ccccc2C)C1c1cccc(Br)c1 (stereo not given)	i	-34%	14%	-1%	?	nt	1.1	nt	nt
CCOCCOC(=O)C1=C(C)NC2=C(C(=O)CC(c3cccs3)C2)C1c1ccsc1 (stereo not given)	i	-14%	0.3%	-8%	2%	-11%	-1.2	2%	-28%
CC(=O)c1ccc(N=Nc2ccc(N)cc2)cc1	i	-11%	-2.5%	-27%	-10%	13%	0.3	1%	?
Cc1[nH]c2ccccc2c1C(=O)C(C)OC(=O)c1ccc(Cl)nc1 (stereo not given)	i	0%	2.7%	-3%	1%	-2%	1.3	-5%	0%
COc1ccc(CC(=O)N2CCc3cc(OC)c(OC)cc3C2O)cc1OC (stereo not given)	i	-5%	0.1%	4%	-29%	2%	0.5	2%	-9%
